# Screening data deposited in PubChem by several laboratories.
# TRPC4 inh – blocks the mouse TRPC4 cation channel. Q9QUQ5. HEK293 TRPC4beta/mu-opioid, DAMGO-evoked Fluo4 calcium flux; hits give low values. B-score at 10 µM. hit rate 0.39% among 300,000. AID 2247;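 active = B-score over 3 SD under the library average, no early fluorescence shift, positive overall ratio signal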
# Target sequence (Q9QUQ5 whole entry, looked up): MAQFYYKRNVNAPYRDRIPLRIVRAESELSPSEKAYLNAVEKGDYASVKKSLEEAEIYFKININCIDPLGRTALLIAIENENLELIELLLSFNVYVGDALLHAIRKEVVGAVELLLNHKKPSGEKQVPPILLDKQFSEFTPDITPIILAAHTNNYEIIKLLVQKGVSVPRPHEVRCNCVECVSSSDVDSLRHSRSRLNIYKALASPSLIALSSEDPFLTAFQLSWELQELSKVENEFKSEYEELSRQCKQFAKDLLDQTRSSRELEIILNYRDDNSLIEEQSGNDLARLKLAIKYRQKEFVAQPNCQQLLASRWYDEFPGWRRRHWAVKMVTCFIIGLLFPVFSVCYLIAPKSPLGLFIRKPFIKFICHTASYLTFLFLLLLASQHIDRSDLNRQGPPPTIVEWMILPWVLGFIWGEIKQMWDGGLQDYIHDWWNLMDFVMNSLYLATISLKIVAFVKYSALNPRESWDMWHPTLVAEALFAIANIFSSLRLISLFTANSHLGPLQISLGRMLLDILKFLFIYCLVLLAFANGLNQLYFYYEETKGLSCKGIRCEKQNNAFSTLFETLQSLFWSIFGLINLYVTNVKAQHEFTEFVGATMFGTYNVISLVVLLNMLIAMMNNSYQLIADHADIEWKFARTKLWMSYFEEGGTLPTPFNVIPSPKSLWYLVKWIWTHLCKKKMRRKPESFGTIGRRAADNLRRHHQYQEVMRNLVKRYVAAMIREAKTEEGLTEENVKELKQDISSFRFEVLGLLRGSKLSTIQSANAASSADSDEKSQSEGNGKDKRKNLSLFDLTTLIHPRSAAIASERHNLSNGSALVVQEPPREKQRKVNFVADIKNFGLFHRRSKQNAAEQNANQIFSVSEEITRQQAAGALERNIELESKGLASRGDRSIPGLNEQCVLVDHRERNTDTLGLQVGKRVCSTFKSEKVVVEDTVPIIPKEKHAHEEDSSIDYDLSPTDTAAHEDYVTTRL
#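 Assay system: TRPC4beta/mu-opioid receptor HEK293 cell line; compound dosing: single concentration per test compound; detection: Fluo4 Ca2+ flux fluorescence; evaluation: per-well B score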
# MrgX1 allo act – human MrgX1 positive allosteric modulation, primary screen | B-score at 10 µM | AID 588675 | MrgX1-HEK293, Fluo-4 calcium flux, FDSS; hits give high values | Q96LB2 | hit rate 0.63% among 310,000;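 active = plate-corrected calcium response at least 3 library SD above typical, normal starting fluorescence, not activating the receptor alone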;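 also: compound read alongside a low EC10 to EC30 dose of BAM8-22 agonist; peak minus trough fluorescence over baseline measured at the second addition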
# TRPC4 potent – allosterically enhances the mouse TRPC4 cation channel; Q9QUQ5; HEK293 TRPC4beta/mu-opioid, DAMGO EC20, Fluo-4 Ca2+ flux; hits give high values; B-score at 10 µM; hit rate 0.42% among 310,000;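 active = B-score of calcium response area above 5 SD of library B-scores, with initial fluorescence ratio within 5 SD of library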;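 also: B-score of integrated fluorescence ratio over time as area under calcium response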
# MrgX1 antag – blocks BAM8-22 activation of human MrgX1 receptor | MRGX1-HEK293 calcium flux, Fluo-4, BAM8-22 antagonism; hits give low values | B-score at 10 µM | hit rate 1.3% among 310,000 | AID 588676;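 active = calcium-response B-score plate-corrected more than 3 library SD below zero, starting fluorescence within 5 deviations, no agonist response on first addition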;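 also: peak minus trough fluorescence over baseline after final BAM8-22 challenge near maximal dose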
# MrgX1 ag – agonists of human MrgX1 receptor | Q96LB2 | hit rate 0.44% among 310,000 | B-score at 10 µM | MrgX1-HEK293 cells, Fluo-4 calcium fluorescence, agonist mode; hits give high values;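 active = calcium response B-score plate-corrected fluorescence ratio at least 3 library SD, with starting fluorescence B-score inside 5 SD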
#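 Material: MrgX1-expressing HEK293 cells / Dosing: compound as first of three additions / Incubation: overnight seeding, then 1 h dark dye loading / Signal: Fluo-4 NW calcium fluorescence / Evaluation: B-scored fluorescence response ratio / Benchmarks: positive and negative control wells on each plate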
# TRPC6 inh – mouse TRPC6 channel inhibition; HEK293-TRPC6, membrane potential dye, ACh-evoked depolarization; hits give low values; B-score at 10 µM; Q61143; hit rate 1.1% among 310,000;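 active = B-score under library mean minus 3 SD, initial fluorescence not abnormally high, positive integrated signal ratio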;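 also: B-score derived from integrated fluorescence ratio over the kinetic read; more negative B-score means stronger inhibition of depolarization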
# SKKanGAS inh – SKKanGAS growth inhibition; inhibition, % at 7.5 µM; S. pyogenes SKKanGAS, kanamycin growth, BacTiter-Glo, 6 h; hit rate 1.3% among 300,000;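 active = mean replicate score, as percent of positive control median, at least 50; inconclusive = mean below 50 but one replicate at or above 50; inactive = mean and every replicate below 50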;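 also: strain carries kanamycin resistance gene driven by streptokinase promoter and grows in 40 µg/ml kanamycin; loss of luminescence reflects streptokinase promoter inhibition or plain growth inhibition; 0% = median of DMSO wells and 100% = positive control at its reference dose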
# TMEM16A inh – blocks the mouse calcium-activated chloride channel TMEM16A; normalized B-score (activity score, 25-100; higher = stronger inhibition) at 10 µM; hit rate 1.2% among 310,000; AID 588511; Q8BHY3; HEK293 TMEM16A/YFP iodide influx fluorescence, ionomycin;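 active = ratio plate-corrected score three or more library SD toward inhibition, starting fluorescence score within five deviations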;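 also: score derived from kinetic fluorescence span divided by baseline fluorescence per well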
# TRPC6 act – activates the mouse TRPC6 cation channel | Q61143 | B-score at 10 µM | HEK293-TRPC6 membrane potential dye fluorescence; hits give high values | AID 2550 | hit rate 0.13% among 310,000;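 active = B-score of the integrated fluorescence ratio above library mean plus 3 SD, and starting fluorescence ratio within library mean plus 5 SD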;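 also: higher score means more depolarization so channel activation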
# ANO1 activ – mouse TMEM16A channel activation, primary screen; Q8BHY3; HEK293 TMEM16A/YFP-H148Q/I152L, iodide quench fluorescence; hits give low values; B-score at 10 µM; hit rate 0.3% among 340,000; AID 623877;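 active = fluorescence-ratio B-score plate-corrected deviation score at least 3 library SD below zero, with starting fluorescence score within 5 deviations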;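 also: channel opened by trigger with iodide after compound preincubation; score built on the fluorescence ratio of max minus min over baseline; more negative score means more quench and so TMEM16A activation or potentiation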
# TRPC4 act – opens the mouse TRPC4 cation channel. Q9QUQ5. HEK293 TRPC4beta/mu-opioid, Fluo4 calcium fluorescence; hits give high values. B-score at 10 µM. hit rate 0.49% among 310,000;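 active = B-score above 5 SD of library B-scores, and initial fluorescence ratio not above library mean plus 5 SD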;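 also: positive B-score marks a calcium rise read as TRPC4 activation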
#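 Material: TRPC4beta and mu-opioid receptor HEK293 stable cells | Incubation: 45 min room-temperature Fluo4 loading, 110 s read | Detection: Kinetic Fluo4 calcium fluorescence | Measure: Integrated baseline-normalised fluorescence ratio, converted to per-well B score | Benchmarks: Low control buffer alone, high control maximal DAMGO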
# * hit, by the source's call; i = inactive; ? = inconclusive; . = no result given. Not a hit list (roughly 6.7% active in at least one column).
SMILES,TRPC4 potent,ANO1 activ,TRPC4 inh,MrgX1 ag,MrgX1 allo act,TRPC4 act,SKKanGAS inh,TRPC6 act,MrgX1 antag,TMEM16A inh,TRPC6 inh
O=C(CC12CC3CC(CC(C3)C1)C2)NCc1ccco1,i,i,i,i,i,i,-6,i,i,i,i
CC(C)(C)c1nnc(N/N=C/c2cc(Br)ccc2O)n(N)c1=O,i,i,i,i,i,i,78*,i,i,i,i
Cc1ccccc1NC(=O)C(=O)NC(C)CCc1ccccc1 (stereo not given),i,i,i,i,i,i,?,i,i,i,i
NC(=O)CN1CCN(C2CC(=O)N(CCc3ccccc3)C2=O)CC1 (stereo not given),i,i,i,i,i,i,-24,i,i,i,i
COc1ccc(C2C(C(=O)c3ccco3)=C(O)C(=O)N2CCOCCO)cc1OC (stereo not given),i,i,i,i,i,i,2,i,i,i,i
N#CCC(=O)NNC(=S)NC(=O)C(c1ccccc1)c1ccccc1,i,i,i,i,i,i,27,i,i,i,i
CN(CC(=O)NCCc1ccc(Cl)cc1)S(=O)(=O)c1cccs1,i,i,i,i,i,i,2,i,i,i,i
CCCOc1ccc(/C=C/C(=O)N2CCOCC2)cc1,i,i,i,i,i,i,6,i,i,i,i
CCc1ccc(Nc2cc(C)nc3ncnn23)cc1,i,i,i,i,i,i,1,i,i,i,i
CCSc1nnc(NC(=O)CSc2nnc(CNC(=O)c3ccc(OC)c(OC)c3)o2)s1,i,i,i,i,i,i,-3,i,i,i,i
COc1ccc(OC)c(NC(=O)CN(C)CC(=O)Nc2ccccc2Cl)c1,i,i,i,i,i,i,1,i,i,i,i
CC1(C)CC2(CCCN3C(=O)CSC32)CCS1 (stereo not given),i,i,i,i,i,i,0,i,i,i,i
COc1ccc(OC)c(Cc2nnc(CCC(=O)NCc3ccc(C)s3)o2)c1,i,i,i,i,i,i,10,i,i,i,i
COC(=O)C1=C(N)Oc2cc(C)n(Cc3cccnc3)c(=O)c2C1c1ccccc1OC (stereo not given),i,i,i,i,i,i,5,i,i,i,i
O=C(CCc1c[nH]c2ccccc12)N[C@@H](Cc1c[nH]c2ccc(O)cc12)C(=O)O,i,i,i,i,i,i,0,i,i,i,i
Cn1c(Cn2c(=O)sc3ccccc32)nnc1SCC(=O)NCc1ccccc1,.,i,.,i,i,.,.,.,i,i,.
COC(=O)C1C(=O)C2=C(CC1C)NC(=O)CC2c1ccc(O)c(OC)c1 (stereo not given),i,i,i,i,i,i,-3,i,i,i,i
COc1ccc(CC(=O)NNC(=O)CCc2ccccc2)cc1,i,i,i,i,i,i,3,i,i,i,i
Cc1ccc(-n2ncc3c(=O)n(Cc4ccccn4)cnc32)cc1C,i,i,i,i,i,i,-1,i,i,i,i
O=C(NNS(=O)(=O)c1ccc(F)cc1)C1CCN(S(=O)(=O)c2ccccc2)CC1,i,i,i,i,i,i,9,i,i,i,i
COc1ccc(OC)c(CN2CCSCC2)c1,i,i,i,i,i,i,-5,i,i,i,i
CC1CCCN(c2ccc([N+](=O)[O-])cc2C(=O)c2ccccc2)C1 (stereo not given),i,i,i,i,i,i,-8,i,i,i,i
CCCn1nc(C(=O)NNC(=O)CCOc2ccccc2OCC)c2ccccc2c1=O,i,i,i,i,i,i,-4,i,i,i,i
Cc1ccc([C@H]2C(C#N)=C(N)Oc3cc(C)oc(=O)c32)o1,i,-4.6*,i,i,i,i,3,i,i,i,i
COc1cc(NC(=S)N2CCN(S(=O)(=O)c3ccc(F)cc3)CC2)cc(OC)c1,i,i,i,i,i,i,-1,i,i,i,i
S=c1[nH]nc(-c2ccc(Cl)cc2)n1Cc1ccccc1,i,i,i,i,i,i,-9,i,i,i,i
CCCCC(C(=O)N/N=C/c1ccccn1)C(=O)N/N=C/c1ccccn1,i,i,i,i,i,i,2,i,i,i,i
O=C(COc1ccccc1)c1cn(CC(=O)N2CCOCC2)c2ccccc12,i,i,i,i,i,i,-2,i,i,i,i
Cc1cc(C)nc(N2CCC(C(=O)O)CC2)n1,i,i,i,i,i,i,-5,i,i,i,i
COc1ccc(S(=O)(=O)NCC(=O)N(CC(=O)NCc2ccco2)Cc2ccccc2)cc1,i,i,i,i,i,i,0,i,i,i,i
COC(=O)C(Cc1ccccc1)NC(=O)CSc1nc(N)cc(=O)[nH]1 (stereo not given),i,i,i,i,i,i,-9,i,i,i,i
NC(=O)COC(=O)CCSc1ccc(Cl)cc1,i,i,i,i,i,i,-11,i,i,i,i
CN(C)c1ccc(NC(=S)N2CCN(c3ncc(C(F)(F)F)cc3Cl)CC2)cc1,i,i,i,i,i,127*,19,i,i,i,i
Cc1cccc(OCCCC(=O)Nc2ccc(N(C)C)cc2)c1,i,i,i,i,i,i,-2,i,i,i,i
CC(C)(C)Nc1nc(NC(C)(C)C)nc(-n2ccnc2)n1,.,i,.,i,i,.,.,.,i,i,.
CCSc1nc(N)c2c(C)c(C)sc2n1,i,i,i,i,i,i,-7,i,i,i,i
COC(=O)C[C@H]1c2cc(F)ccc2S(=O)(=O)N1C(C)C,i,i,i,i,i,i,5,i,i,i,i
Cc1cc(C(=O)NNc2ccc(C(C)C)cc2)n(C(C)(C)C)n1,i,i,i,i,i,i,-1,i,i,i,i
CCOC(=O)C1(Cc2ccc(OC)cc2)CCN(C(=O)C2=CCCC2)CC1,i,i,i,i,i,i,3,i,i,i,i
Cc1ccc(S(=O)(=O)/N=C2/C=C(C3C(=O)CC(C)(C)CC3=O)C(=O)c3ccccc32)cc1,i,i,i,i,i,i,28,i,i,i,i
[O-][n+]1onc2c3ccnnc3ccc21,i,i,i,i,i,i,9,i,i,i,i
O=P(O)(CCc1ccncc1)CN1CCCCC1,i,i,i,i,i,i,3,i,i,i,i
COc1ccc(N(CC(=O)Nc2cccnc2)S(=O)(=O)c2ccc(C)cc2)cc1Cl,i,i,i,i,i,i,-1,i,i,i,i
CCN1CCN(C(=O)c2ccc3c(Cl)c4c(nc3c2)CCCC4)CC1,i,i,i,i,i,i,-1,i,i,i,i
Cc1cc(Br)c2c(c1)C1(OCCO1)C(=O)N2,i,i,i,i,i,i,-6,i,i,i,i
COc1cccc(-n2c(N)c(-c3nc4ccccc4[nH]3)sc2=S)c1,i,i,i,i,i,i,17,i,i,i,i
CCSc1nnc(NC(=O)NC(CC)(C(F)(F)F)C(F)(F)F)s1,i,i,i,i,i,i,11,i,i,100*,i
Cc1c(C(=O)Nc2ccccc2)cn2c(nc3ccccc32)c1C#N,i,i,i,i,i,i,-1,i,i,i,i
COc1ccc(NS(=O)(=O)c2cc(C)ccc2C)cc1,i,i,i,i,i,i,-3,i,i,i,i
O=C(CSc1nc2ccccc2c(=O)n1C1CC1)NCc1ccccc1,i,i,i,i,i,i,5,i,i,i,i

# Next results.
SMILES,TRPC4 potent,ANO1 activ,TRPC4 inh,MrgX1 ag,MrgX1 allo act,TRPC4 act,SKKanGAS inh,TRPC6 act,MrgX1 antag,TMEM16A inh,TRPC6 inh
CNC(=O)NC(=O)C(OC(=O)c1cccc(S(=O)(=O)N2CCCCC2)c1)c1ccccc1 (stereo not given),i,i,i,i,i,i,-8,i,i,i,i
C[C@H](NC(=O)c1ccccc1Cl)C(=O)OCc1cn2cc(Cl)ccc2n1,i,i,i,i,i,i,-13,i,i,i,i
COc1ccc(S(=O)(=O)N2CCCC(C(=O)N3CCN(c4ccccc4)CC3)C2)cc1Cl (stereo not given),i,i,i,i,i,i,-2,i,i,i,i
Cc1nn(-c2ccccc2)cc1/C=N/NC(=O)c1cccs1,i,i,i,i,i,i,4,i,i,i,i
Cc1ccccc1CSCCNC(=O)CN(c1ccc2c(c1)OCO2)S(C)(=O)=O,i,i,i,i,i,i,22,i,i,i,i
COc1ccc(-n2nc3c(c2NC(=O)C2CC2)CS(=O)C3)cc1 (stereo not given),i,i,i,i,i,i,-2,i,i,i,i
O=C(NCC1CCCO1)c1coc2nc3ccccc3nc12 (stereo not given),i,i,i,i,i,i,2,i,i,i,i
C#CCN1C(=O)C(O)(CC(=O)c2ccc(OC)c(OC)c2)c2ccccc21 (stereo not given),i,i,i,i,i,i,-5,i,i,i,i
COc1ccc(C2NC(=O)NC(O)(C(F)(F)F)C2C(=O)c2ccccc2)cc1OC (stereo not given),i,i,i,i,i,i,0,i,i,i,i
CCC(=O)Nc1ccc(NC(=O)c2c(C)nc3ccccn23)cc1,i,i,i,i,i,i,0,i,i,i,i
COn1c2c(c3c4no[n+]([O-])c4ccc31)CCCC2,i,i,i,i,i,i,5,i,i,i,i
O=C(N/N=C/c1ccc2c(c1)OCO2)c1ccc(COCC(F)(F)C(F)F)cc1,i,i,i,i,i,i,6,i,i,i,i
CN(Cc1nc(-c2ccc(Cl)cc2)no1)C(=O)c1ccco1,i,i,i,i,i,i,-3,i,i,i,i
O=C(O)c1cccc(NS(=O)(=O)c2ccc(Cl)c(C(=O)Nc3cccc([N+](=O)[O-])c3)c2)c1,i,i,i,i,i,i,-1,i,i,i,i
O=C(Cn1nnc(-c2ccccc2NC(=O)c2ccccc2F)n1)NC1CCCC1,i,i,i,i,i,i,2,i,i,i,i
NNC(=O)c1cc2c(ccc3ccccc32)o1,i,i,i,i,i,i,0,i,i,i,i
CCN(CC)c1ccc(NC(=O)c2cnccn2)cc1S(=O)(=O)Nc1ccc(OC)cc1,i,i,i,i,i,i,-2,i,i,i,i
Cc1ccc(S(=O)(=O)N2[C@@H](c3ccc(F)cc3)C(C(=O)O)=CC[C@H]2c2ccc(C(C)C)cc2)cc1,.,i,.,i,i,.,.,.,i,100*,.
COc1ccc(C(=O)C2CCCN(C(=O)CCc3ccccn3)C2)c(C)c1 (stereo not given),i,i,i,i,i,i,-6,i,i,i,i
Cn1nc(N)nc1N1CCN(c2ccc(F)cc2)CC1,i,i,i,i,i,i,-2,i,i,i,i
